Screening results deposited in PubChem by Sanford-Burnham Center for Chemical Genomics.
MKP-3 inhibition – MKP-3 phosphatase inhibitors, primary screen, biochemical, rat enzyme, in vitro (AID 425) | inhibition, % at 20 µM; hits with a dose series show IC50 in µM | recombinant MKP-3 phosphatase activity, fluorescence; higher % means a stronger effect | Dual specificity protein phosphatase 6 (Rattus norvegicus) | actives 0.17% (n = 110,000); in the data active = inhibition above about 50%;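 also: plate controls were vehicle for no effect and reference inhibitor for full effect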
Hsp70 inhibitors – Hsp70 inhibitors, probe displacement, primary screen, biochemical, fluorescence polarization (AID 583). Heat shock 70 kDa protein 1A (Homo sapiens). Hsp70 fluorescence polarization probe displacement, mP; higher % means a stronger effect. displacement, % at 20 µM, or IC50 in µM where a hit was titrated. actives 0.06% (n = 140,000); in the data active = displacement above about 50%;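 also: plate controls were vehicle for no effect and reference ligand for full effect; a part of the inactive calls stands beside numbers as strong as those of hits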
* marks the source's active call; other numbers are inactive results; / = not tested or not shown; & = joins results of further samples.

SMILES | MKP-3 inhibition | Hsp70 inhibitors
Cc1ccc(N2C(=O)C3N=NN(CC(=O)N4N=C(c5cccc6ccccc56)CC4c4ccccc4)C3C2=O)cc1 (stereo not drawn) | / | -7.7%
COc1ccc(NC(=O)CN(c2ccc(Cl)cc2)S(C)(=O)=O)cc1OC | -2% | -4.4%
Cn1c(/N=C/c2c(O)ccc3ccccc23)nc2ccccc21 | -12% | 46%
COc1cc(/C=C/c2nc(O)c([N+](=O)[O-])c(=O)[nH]2)ccc1OCc1ccccc1 | -6% | 2.1%
CCOC(=O)Cn1c(=O)sc2ccccc21 | -6% | 0.5%
CCOC(=O)c1ccc(NC(=O)c2ccc(OCC)c(Cl)c2)cc1 | 0% | -5.1%
Cn1c(SCC(=O)Nc2cccc3ccccc23)nc(O)cc1=O | -3% | 4.7%
CC(C)(C)c1[nH]nc2c1C(c1ccncc1)C(C#N)=C(N)O2 (stereo not drawn) | -5% | 5.3%
Nc1c(NCc2ccccc2F)c(=O)[nH]c(=O)n1Cc1ccccc1 | -3% | 1.3%
O=C1CC(c2ccc(S(=O)(=O)NCCOc3ccccc3)cc2)CN1 (stereo not drawn) | -6% | -6.7%
Cc1ccccc1Cn1nnc2c1C(=O)c1ccccc1C2=O | / | 9.8%
CCOc1ccccc1CNc1nc2nc3c(c(=O)n2[nH]1)CCC3 | -8% | 10%
CC12CCC(C(=O)NC(c3ccccc3)c3ccccc3)(OC1=O)C2(C)C (stereo not drawn) | / | 4.8%
O=C(NCc1ccccc1)C(C(=O)c1ccc(F)cc1)n1ccccc1=O (stereo not drawn) | / | -7.0%
N#CC(C#N)=C1C(=O)N(Cc2ccc3c(c2)OCO3)c2ccccc21 | 6% | -3.8%
CCc1ccc(NC(=O)C(=O)NCCN2CCOCC2)cc1 | 3% | -4.9%
COc1ccc(NC(=O)CN(c2ccc(C(C)C)cc2)S(=O)(=O)c2ccccc2)c(OC)c1 | -2% | -5.1%
Cc1ccc(-c2cc(C(=O)N/N=C/c3ccc([N+](=O)[O-])cc3)[nH]n2)cc1 | 28% | 1.8%
Cc1ccc(S(=O)(=O)N(C)Cc2ccc(-c3nnc4n3CCC4)cc2)cc1 | -16% | -3.3%
CN(C)c1ccc(/C=C2\C(=O)N(c3ccc([N+](=O)[O-])cc3)N=C2N2CCOCC2)cc1 | / | 0.9%
Cc1cc(C)nc(NS(=O)(=O)c2ccc(NC(=S)NC(=O)/C=C/c3ccc([N+](=O)[O-])cc3)cc2)n1 | 0% | 1.6%
O=C1CCCc2c1[nH]c1ccccc21 | -2% | 8.2%
COc1ccc(NC(C#N)c2ccc(OC)cc2)cc1 (stereo not drawn) | / | 0.2%
COc1cccc(OCCOc2cccc(/C=C3/SC(=S)N(Cc4ccccc4)C3=O)c2)c1 | 6% | 2.1%
O=C(/C=C/c1ccco1)Nc1cc(Cl)ccc1C(=O)O | 47% | 12%
CCOC(=O)C1=C(C)N=C2SCCC(=O)N2C1c1cccs1 (stereo not drawn) | 1% | 0.0%
COc1ccc(CSc2nc3ccccc3o2)cc1 | 3% | 0.2%
Cc1ccc(S(=O)(=O)Nc2c3ccccc3nc(=O)n2-c2ccccc2)cc1 | / | 1.6%
COc1ccc(C(=O)c2coc3ccc(O)cc23)cc1 | -2% | -1.2%
CC(=O)N1C(=O)N(C(C)=O)C2C1N(C(C)=O)C(=O)N2C(C)=O (stereo not drawn) | -2% | 5.1%
O=C(Nc1c(F)cc(F)cc1Br)c1cc(-c2ccco2)on1 | -1% | 0.2%
Cc1cccc(OCc2nnc3n2CCCCC3)c1 | -12% | 2.2%
O=C1/C(=C/C=C/c2ccccc2)SC(=S)N1c1ccc(F)cc1 | 2% | -1.9%
CC(C)N1CC(C(=O)Nc2nc3ccccc3s2)CC1=O (stereo not drawn) | -11% | -1.7%
COCc1nnc(NC(=O)CCN2C(=O)c3ccccc3C2=O)s1 | / | 4.3%
Nc1ccc(-c2nc3cc(Cl)ccc3o2)c(Cl)c1 | 2% | 3.2%
O=C(N/N=C/c1ccc(O)c(I)c1)c1cccc([N+](=O)[O-])c1 | -2% | 3.1%
CCCC(=O)Nc1nc2ccc(S(N)(=O)=O)cc2s1 | -3% | 4.0%
O=C(Nc1ccccc1)/C(=C\c1ccco1)NC(=O)c1ccco1 | 4% | -3.2%
Cc1ccc(NC2=C(Cl)C(=O)N(c3ccccc3Cl)C2=O)c(C)c1 | 3% | -7.8%

A different layout for part of the listing above:
| Molecule | MKP-3 inhibition | Hsp70 inhibitors |
| --- | --- | --- |
| O=C1CCCc2c1[nH]c1ccccc21 | -2% | 8.2% |
| Cn1c(/N=C/c2c(O)ccc3ccccc23)nc2ccccc21 | -12% | 46% |
| COc1ccc(CSc2nc3ccccc3o2)cc1 | 3% | 0.2% |

(further entries)
SMILES | MKP-3 inhibition | Hsp70 inhibitors
COc1cccc(/C=N\NC(=O)CNc2ccccc2C)c1 | 0% | -0.8%
COC(=O)c1sccc1NC(=O)c1cccc(OC)c1 | 2% | -1.0%&-2.0%
CCOC(=O)C1CCN(C(=O)c2cccnc2Cl)CC1 | / | 1.0%
COc1ccccc1N1CCN(C(=O)c2cc(-c3ccccc3Cl)nc3ccccc23)CC1 | 3% | -2.7%
NC1=NC(=O)C(Cc2cccc(C(F)(F)F)c2)S1 (stereo not drawn) | 1% | 0.7%
CN(C)S(=O)(=O)N1CCN(c2ccccc2Cl)CC1 | / | -3.0%
O=C(c1noc2c1CCc1ccccc1-2)N1CCOCC1 | 4% | -1.1%
COC(=O)c1cc(OC)c(OC)cc1-n1cnc2cc(OC)c(OC)cc2c1=O | 4% | 3.3%
Cn1c(Cl)nc2c1c(=O)n(Cc1cccc(Br)c1)c(=O)n2C | -8% | 1.7%
CCN(c1cccc(C(F)(F)F)c1)S(=O)(=O)c1ccc2c(c1)CCN2C(C)=O | 3% | /
COCCN(C(=O)Nc1ccc(OC)cc1OC)C1CCN(C(C)=O)CC1 | 6% | 10%
COc1ccccc1C1/C(=C(\O)c2ccc(Cl)cc2)C(=O)C(=O)N1CCCCCC(=O)O (stereo not drawn) | 4% | -2.0%
CCCCN1C(=O)NC(NC(=O)c2ccco2)(C(F)(F)F)C1=O (stereo not drawn) | / | 0.4%
CC(=O)C1C(c2ccccc2)c2c(n[nH]c2C)CC1(C)O (stereo not drawn) | / | 4.4%
COc1ccccc1CNS(=O)(=O)c1ccc(Cl)cc1 | 4% | 2.4%
CCOCCCn1c(=S)[nH]c2cc(C(=O)N3CCC(C(N)=O)CC3)ccc2c1=O | -3% | 2.5%
Cc1noc(C)c1S(=O)(=O)N1CCC(C(=O)Nc2ccccn2)CC1 | 4% | -3.8%
O=C(Cc1ccccc1)Nc1ccc2c(c1)OCCO2 | 0% | -7.9%
O=C(NC(=S)Nc1ccc(-c2nc3ccccc3[nH]2)cc1)c1ccco1 | 2% | -1.7%
COc1cccc(N(CC(=O)Nc2cc(Cl)cc(Cl)c2)S(=O)(=O)c2ccccc2)c1 | -1% | -1.4%

Part of the list above in a different format:
CCCCN1C(=O)NC(NC(=O)c2ccco2)(C(F)(F)F)C1=O (stereo not drawn)
- MKP-3 inhibition = /
- Hsp70 inhibitors = 0.4%
CC(=O)C1C(c2ccccc2)c2c(n[nH]c2C)CC1(C)O (stereo not drawn)
- MKP-3 inhibition = /
- Hsp70 inhibitors = 4.4%
COc1ccccc1CNS(=O)(=O)c1ccc(Cl)cc1
- MKP-3 inhibition = 4%
- Hsp70 inhibitors = 2.4%

Additional results follow:
SMILES | MKP-3 inhibition | Hsp70 inhibitors
COC(=O)c1ccc(S(=O)(=O)N2C3CCC2CC(NC(=O)C2CC2)C3)cc1 (stereo not drawn) | / | -0.5%
O=C(O)C1CC=CCC1C(=O)N1CCN(c2nc(-c3ccccc3)c3ccccc3n2)CC1 (stereo not drawn) | -11% | 115%
COc1ccc(C)cc1-n1c(N)c(C#N)c(C#N)c1-c1ccc(OC)c(OC)c1OC | 6% | 0.0%
O=[N+]([O-])c1ccc(C=Nc2ccc(Cl)cc2Cl)s1 | 49% | 2.4%
Fc1ccc(Nc2nc(Oc3ccccc3F)nc(N3CCCC3)n2)cc1 | / | -0.8%
COc1ccc(CC(=O)c2ccc(C(=O)Cc3ccc(OC)c(OC)c3)cc2)cc1OC | -4% | 4.4%
O=C(NCc1ccco1)c1cc(-c2ccc3c(c2)OCO3)on1 | 8% | 2.9%
O=C(/C=C/c1cccc([N+](=O)[O-])c1)Nc1ccc(N2CCCCC2)cc1 | 0% | -0.7%
Cc1ccc(Sc2c(C)[nH]n(C(C)(C)C)c2=O)cc1 | 12% | -6.7%
CCC(=O)Nc1cccc(NC(=O)c2ccc([N+](=O)[O-])cc2)c1 | 3% | 3.7%
CCCCC(=O)Nc1ccc(C(=O)OCCC)cc1 | 0% | 1.1%
COc1cccc(NC(=O)CCN2CCN(C)CC2)c1 | -11% | -1.7%
O=C(/C=C/c1ccc(OCc2ccccc2)cc1)c1ccc(F)cc1 | 4% | -3.9%
O=S(=O)(c1ccc2ccccc2c1)N1CCN(S(=O)(=O)N2CCOCC2)CC1 | -16% | 0.2%
COC(=O)c1ccccc1NC(=O)c1cnc2sccn2c1=O | -2% | 2.4%
O=C(NCc1ccc2c(c1)OCO2)c1ccc2c(c1)OCCO2 | / | 4.9%
COc1ccc2nc(NC(=O)COc3ccc(Cl)cc3)sc2c1 | 3% | 0.1%
CCOc1ccc(OCc2ccc(C(=O)N3CCOCC3)cc2)cc1 | / | 4.4%
Cc1nn(C(C)(C)C)c(OC(=O)C2CCCC2)c1S(=O)(=O)c1ccccc1 | -2% | 1.9%
O=C(c1ccc(N2CCN(C(=O)c3cccs3)CC2)cc1)c1cccc(F)c1 | 2% | -0.6%
Cc1ccc(C2c3c(n(C)c(=O)n(C)c3=O)N=C3c4ccccc4C(=O)C32)cc1Cl (stereo not drawn) | -1% | 1.6%
COc1ccc(NC(=S)NC(NC(=O)CC(C)C)C(Cl)(Cl)Cl)cc1OC (stereo not drawn) | 3% | -6.4%
O=C(Nc1nc(-c2cccs2)cs1)c1ccc(Cl)s1 | -2% | -1.5%
CN(Cc1nc(-c2cccnc2)no1)S(=O)(=O)c1ccc2ccccc2c1 | 1% | -1.5%
CC1=C(c2ccccc2)[N+](=O)C2(CCCC2)N1[O-] | -2% | 1.2%
O=C(NCc1ccc(F)cc1)c1cc2ccccn2n1 | 1% | 0.5%
O=Cc1ccc(OCC(O)Cn2c3ccccc3c3ccccc32)cc1 (stereo not drawn) | 4% | 4.1%
Cc1ccc(C)c(OCC(O)CN2CCN(c3ccccc3)CC2)c1 (stereo not drawn) | 3% | -0.5%
O=C(CN1CCOCC1)Nc1ccc(OCc2ccccc2)cc1 | -3% | 3.0%
[O-][n+]1onc2c3ccnnc3ccc21 | / | 1.5%
COC(=O)c1ccc(CSc2nnc3c(Cl)cc(Cl)cn23)o1 | -4% | -4.2%
COCc1c(C)cc(C)c(/C=N/O)c1C | -4% | 6.5%
CCC(CC)c1nnc(NC(=O)CN2C(=O)C3C4C=CC(C4)C3C2=O)s1 (stereo not drawn) | / | -0.8%
CC(=O)Oc1c(/C=C(\C#N)C(N)=O)[nH]c2ccccc12 | 3% | -118%
COCCCn1c(-c2ccco2)nc2ccccc2c1=O | -2% | 8.7%
O=C(c1cc2ccccc2oc1=O)N1CCN(c2ncccn2)CC1 | / | -3.3%
CCOC(=O)CC1Sc2ccccc2NC1=O (stereo not drawn) | -14% | -0.2%
CC(=O)Nc1cccc(NC(=O)c2cc(-c3ccccc3)nc3ccccc23)c1 | 2% | 1.5%
COc1ccc(C2C(C(=O)O)CC(=O)N2C2CCCCC2)cc1 (stereo not drawn) | -4% | -0.4%
NC(N)=N/N=C/c1ccccc1 | / | -2.6%

Part of the list above, field by field:
O=C(c1cc2ccccc2oc1=O)N1CCN(c2ncccn2)CC1
  MKP-3 inhibition: /
  Hsp70 inhibitors: -3.3%
[O-][n+]1onc2c3ccnnc3ccc21
  MKP-3 inhibition: /
  Hsp70 inhibitors: 1.5%
CC(=O)Oc1c(/C=C(\C#N)C(N)=O)[nH]c2ccccc12
  MKP-3 inhibition: 3%
  Hsp70 inhibitors: -118%
O=C(NCc1ccc(F)cc1)c1cc2ccccn2n1
  MKP-3 inhibition: 1%
  Hsp70 inhibitors: 0.5%

Carrying on:
SMILES | MKP-3 inhibition | Hsp70 inhibitors
Cc1ccc(C(=O)OCC(=O)Nc2ccccc2C(F)(F)F)cc1S(=O)(=O)N1CCOCC1 | / | 2.9%
CC(NC(=O)c1cccs1)C(=O)NC1=NCCS1 (stereo not drawn) | -12% | 1.9%
CCOc1cccc2cc(-c3csc(NC(=O)CCC(=O)N4CCC(C)CC4)n3)c(=O)oc12 | / | 0.2%
COCCNC(=O)CN(C(=O)CCC(=O)Nc1nccs1)c1ccccc1OC | 2% | 1.5%
Cc1c(Br)cccc1NC(=O)c1sccc1-n1cccc1 | / | -8.4%
Cc1ccc(C(=O)O)cc1NC(=O)C1CCCCC1C(=O)O (stereo not drawn) | -1% | 0.4%
COC(=O)c1ccccc1NC(=O)CSc1nc2ccc(N3C(=O)c4ccccc4C3=O)cc2s1 | 3% | 0.2%
CN1c2ccccc2-c2nc3ccccc3n2C1c1ccccn1 (stereo not drawn) | 0% | 3.6%
CCCCCOC(=O)C1=C(C)NC2=C(C(=O)CCC2)C1c1ccc(OC)c(Br)c1 (stereo not drawn) | -2% | -9.3%
Cc1noc(C)c1CSc1nnc2ccccn12 | / | -5.9%
CN(/C(=N\S(=O)(=O)c1ccc(Cl)cc1)c1ccccc1)c1ccc(O)cc1 | 3% | -2.5%
COc1ccc(C2CC(C(F)(F)F)n3ncc(C(N)=O)c3N2)cc1 (stereo not drawn) | 8% | 4.6%

A portion of the library. The share of hits here may be higher or lower than overall.
